# Screens (PubChem)
# N370S GC = N370S glucocerebrosidase modulation, Gaucher chaperone candidate; P04062; N370S GC spleen homogenate, 4MU-glucoside fluorescence; Potency, µM (top dose mostly 59.4 µM), inactives show top-dose activity change, negative = inhibition, most hits filed as inhibitors; 330,000 compounds, 0.092% hits; AID 2101;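 further: 0% = full enzyme activity and -100% = no enzyme basal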
# FEN1 inh = blocks human flap endonuclease 1. P39748. Recombinant FEN1 flap cleavage, fluorescence, 15 min. Potency, µM (highest dose often 114 µM), for inactives: top-dose activity change, negative = inhibition, actives largely listed as inhibitors. 390,000 compounds, 0.35% hits; further: nearly all actives have a fitted effect of over 65% in size
# Target sequence (P39748 whole entry, looked up): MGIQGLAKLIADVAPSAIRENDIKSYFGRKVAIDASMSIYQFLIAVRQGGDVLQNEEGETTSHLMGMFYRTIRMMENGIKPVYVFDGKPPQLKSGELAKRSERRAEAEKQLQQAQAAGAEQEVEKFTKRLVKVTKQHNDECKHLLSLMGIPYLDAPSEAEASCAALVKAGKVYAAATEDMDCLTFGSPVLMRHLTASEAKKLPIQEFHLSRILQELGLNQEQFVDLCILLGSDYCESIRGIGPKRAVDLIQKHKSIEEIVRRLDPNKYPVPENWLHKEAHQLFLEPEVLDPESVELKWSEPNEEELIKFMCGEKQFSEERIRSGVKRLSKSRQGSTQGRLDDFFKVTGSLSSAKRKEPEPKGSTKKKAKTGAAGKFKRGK
#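 Compounds are tested as a concentration series against 10 nM FEN1; after a 15 min room-temperature preincubation, 50 nM substrate starts cleavage, with plate reads at 0 and 15 min. Normalized responses are fitted by a Hill equation.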
# TDP1 inh = inhibitors of human tyrosyl-DNA phosphodiesterase TDP1; 350,000 compounds, 0.28% hits; Potency, µM (top dose mostly 130 µM), inactives show at the highest dose activity change, negative = inhibition, most hits filed as inhibitors; Q9NUW8; recombinant TDP1, AlphaScreen DNA substrate cleavage; further: nearly all actives have a fitted effect of over 40% in size
# Target sequence (Q9NUW8 whole entry, looked up): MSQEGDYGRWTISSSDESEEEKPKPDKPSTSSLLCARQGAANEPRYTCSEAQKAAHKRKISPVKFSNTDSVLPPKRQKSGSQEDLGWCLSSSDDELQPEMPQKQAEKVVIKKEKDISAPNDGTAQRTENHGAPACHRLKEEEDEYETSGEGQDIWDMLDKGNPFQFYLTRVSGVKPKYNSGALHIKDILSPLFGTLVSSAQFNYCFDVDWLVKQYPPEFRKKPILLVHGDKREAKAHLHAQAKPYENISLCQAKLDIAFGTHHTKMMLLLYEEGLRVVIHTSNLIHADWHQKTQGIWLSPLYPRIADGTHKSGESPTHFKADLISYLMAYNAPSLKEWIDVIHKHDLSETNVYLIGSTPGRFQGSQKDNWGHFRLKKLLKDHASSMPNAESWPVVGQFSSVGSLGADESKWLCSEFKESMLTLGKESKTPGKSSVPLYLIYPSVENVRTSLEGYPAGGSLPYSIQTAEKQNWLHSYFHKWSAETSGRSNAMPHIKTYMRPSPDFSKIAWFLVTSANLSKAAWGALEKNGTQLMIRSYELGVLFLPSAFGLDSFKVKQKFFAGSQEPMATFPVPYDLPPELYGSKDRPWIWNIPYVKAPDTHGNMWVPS
#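 Compounds were preincubated with Tdp1 (1 nM final) for 15 min at room temperature before substrate (15 nM final) started a 5 min reaction; beads (10 ug/ml final) were then added for 10 min before AlphaScreen detection.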
# * hit, by the source's call; ? = inconclusive; · = not tested or not shown; [ ] = dose if it differs, or a comment. The call rests on the fitted dose curve; in most records, active means well fitted curve in the direction sought with a large enough effect; inconclusive means small, poorly fitted or top-dose-only effect, or another doubt; inactive means no such curve, though single readings can be large; an effect the other way counts as inactive or inconclusive. Unless noted, on the % scale 0 is the no-effect control and ±100 the full control effect; potency means the concentration at half of the fitted maximal effect.
SMILES	TDP1 inh	FEN1 inh	N370S GC
O[C@@H]([C@H](O)[C@@H](O)CBr)[C@@H](O)CBr	10%	·	-7%
Cc1ccccc1OCC(=O)N(Cc1cccs1)C1CCS(=O)(=O)C1 (stereo not given)	2%	-1%	-6%
Cc1cc(Cl)c(S(=O)(=O)N2CCN(c3ccccn3)CC2)cc1OCC(N)=O	0%	-3%	-3%
COc1ccc(-c2nc(CN3CCC(C(=O)NCc4ccccc4)CC3)c(C)o2)cc1OC	1%	16%	·
NS(=O)(=O)c1cccc(NC(=O)CSc2ncnc3ccccc23)c1	·	0%	12%
Cc1ccc(C(=O)NCC(=O)OCC(=O)NC2CCCC(C)C2C)s1 (stereo not given)	-5%	0%	-13%
CC(=O)Nc1ccc(NC(=O)CSc2nc3ccccc3o2)cc1	3%	-2%	18%
CCC(C)NC(=O)CN(c1ccc(Cl)c(Cl)c1)S(C)(=O)=O (stereo not given)	·	0%	-4%
CC1CCN(c2oc(-c3ccccc3F)nc2C#N)CC1	9%	6%	?
Cc1ccc(S(=O)(=O)c2nc(-c3ccccc3Cl)oc2N2CCN(C)CC2)cc1	7%	-10%	·
CCc1ccc(-n2nc(C)c3c(C)cc(=O)n(CC(=O)Nc4cc(Cl)ccc4OC)c32)cc1	8%	3%	·
CCOC(=O)CC(NS(=O)(=O)Cc1ccccc1)c1ccc(C)cc1 (stereo not given)	-2%	-5%	8%
COc1ccc(-c2cc(C(F)F)n3ncc(C(=O)n4ccnc4C)c3n2)cc1	8%	2%	4%
Cc1ccc([N+](=O)[O-])cc1NC(=O)Nc1onc(C)c1C	5%	-14%	5%
Cc1ccc(NC(=O)c2nc(S(C)(=O)=O)ncc2N(Cc2ccccc2)Cc2ccco2)c(C)c1	1%	12%	·
CN1CCN(NC(=O)Nc2cc(Cl)cc(Cl)c2)CC1	3%[56.1 µM]	-4%	-14%
O=C(Cn1cc(Cl)ccc1=O)c1ccc(Cl)cc1	4%	4%	-10%
CCOC(=O)C1=C(CC)OC(N)=C(C#N)C1c1cc(OC)ccc1OC (stereo not given)	2%	-7%	12%
Cc1ccc2nc(N3C(=O)C(O)=C(C(=O)c4ccco4)C3c3cccs3)sc2c1 (stereo not given)	8%	-6%	8%
c1ccc(N2CC3CCc4ccccc4C3=N2)cc1 (stereo not given)	-9%	-18%	?
COc1cc(OC)c(NC(=O)c2cc(C(C)=O)n3ccccc23)cc1Cl	3%	-2%	·
COC(=O)c1cnn2c(C(F)(F)F)cc(-c3ccccc3)nc12	2%	10%	8%
CCCc1cc(NCC2CCCO2)n2c(nc3ccccc32)c1C#N (stereo not given)	-5%	-17%	?
O=c1c2ccccc2ncn1Cc1cccc2ccccc12	5%	-23%	1%
Cc1ccc(C(C)C)c(OCC(=O)Nc2ccc3c(c2)nc(CCNC(=O)c2ccco2)n3C)c1	1%	-5%	·
COc1cc(C2CC(=O)N(CC(=O)Nc3ccccc3F)c3ccccc3S2)cc(OC)c1OC (stereo not given)	-1%	8%	·
CC(=O)c1ccc(S(=O)(=O)N2CCN(C(=O)c3ccc(-n4cncn4)c([N+](=O)[O-])c3)CC2)cc1	3%	2%	·
Cc1cc(C)n(NC(=S)NC2CCCCC2)c(=O)c1C#N	-8%	-2%	5%
COc1ccc(Cc2nc3ccc(C(=O)N4CCC[C@H]4CO)cc3o2)cc1	2%	-5%	-10%
CC1CCC(C(C)C)C(=O)/C1=C/c1ccc(N)cc1 (stereo not given)	·	0%	11%
O=C(Cn1cnc2ccccc21)Nc1ccc(F)c(F)c1	0%	15%	-4%
O=C(O)CN1CCN(Cc2ccc(F)cc2Cl)C1=O	3%	-6%	-1%
Cc1ccc(S(=O)(=O)NCCCC(=O)O)cc1	-3%	-8%	0%
COC(=O)C1(CCSC)NC(c2ccco2)C2C(=O)N(C)C(=O)C21 (stereo not given)	2%	1%	2%
COc1ccc(S(=O)(=O)N(CCCN2CCCC2=O)Cc2cc3c(C)ccc(C)c3[nH]c2=O)cc1	7%	-12%	-22%
Cc1ccc(C(=O)ONC(=O)c2ccc(Cl)cc2)cc1[N+](=O)[O-]	·	8%	0%
CCOC(=O)C1(CCOC)CCN(Cc2ccccc2-c2ccco2)CC1	0%	-11%	1%
Cc1ccc(OCC(=O)N2CCCC(CCC(=O)N(C)CCc3ccccn3)C2)cc1 (stereo not given)	-1%	23%	11%
CCOC(=O)C(=O)Nc1cc(Cl)ccc1C	0%	-4%	-1%
CC(C)CNC(=O)CC(=O)NN=C1CCCC1	5%	0%	-8%
COc1ccc(CNC(=O)CSc2nc(-c3ccccc3)cc(-c3cccs3)c2C#N)cc1	5%	6%	3%
CCN(CC)CCCNC(=O)CSc1nc2c(c(C(F)(F)F)n1)CCc1ccccc1-2	2%	-20%	-15%
CNC(=O)[C@@H]1CCC(=O)N1	2%	17%	·
CNC(=O)CSc1nnc(-c2ccc(S(=O)(=O)N3CCCC3)cc2)n1-c1cccc(C)c1C	0%	-3%	3%
Cc1ccccc1-n1cnnc1SCC(=O)N1CCN(c2ccccc2)CC1	-5%	-6%	4%
C/C(=N\NC(=O)COc1ccc(C#N)cc1)c1ccccc1OC(F)F	8%	5%	-16%
NC(=O)COc1ccccc1C1=NO[C@@](CC(=O)O)(C(=O)Nc2ccc3c(c2)OCCO3)C1	·	12%	-7%
CCN(CC)S(=O)(=O)c1ccc(C(=O)NCCCN=C2NS(=O)(=O)c3ccccc32)cc1	-3%	-3%	1%
Cc1ccc(C)c(NS(=O)(=O)c2ccc(-c3ccc(=O)[nH]n3)o2)c1	6%	0%	-5%
C=CCNC(=O)c1c(Cl)cccc1Cl	0%	0%	-3%

# Later entries.
SMILES	TDP1 inh	FEN1 inh	N370S GC
CCN(CC)c1ccc(C(=O)OCC(=O)N2CCN(c3ccccc3)CC2)cc1	-4%	-3%	3%
COc1cc(S(=O)(=O)N2CCN(C)CC2)c(OC)cc1Cl	-4%	1%	16%
O=C(CCC(=O)c1ccc(Cl)cc1)OCn1nnc2ccccc2c1=O	0%	4%	·
O=C(OCC(=O)N(Cc1ccccc1)Cc1ccccc1)c1ccccc1NCCO	0%	-20%	?
O=c1[nH]c(CSc2nc(-c3ccccc3)cs2)nc2ccccc12	3%	39%	6%
Cc1cc(C)n(CCC(=O)N/N=C/c2ccc(Cl)c([N+](=O)[O-])c2)n1	3%	15%	-6%
COc1ccccc1NS(=O)(=O)c1cc(NC(=O)c2ccc(Cl)nc2)ccc1Cl	6%	-1%	13%
N#C/C(=C\c1cn(Cc2ccccc2)c2ccccc12)C(=O)NCc1ccco1	-1%	12%	4%
O=C(NCc1ccco1)c1ccc2nc3sc4c(c3c(=O)n2c1)CCCC4	-3%	·	3%
CCCC(=O)Nc1nn(CCC)c2nc3ccccc3cc12	4%	-6%	10%
Cc1ccc(S(=O)(=O)NCC(=O)OCC(=O)Nc2cccc(S(=O)(=O)N3CCOCC3)c2)cc1	1%	-3%	·
COc1ccc(CCNC(=O)C(=O)Nc2ccc(C)c(C)c2)cc1	3%[12.3 µM]	-15%	·
CN(C)S(=O)(=O)N(CC(=O)NCCSCc1c(F)cccc1Cl)c1ccccc1	1%	-5%	·
O=C(O)CC1S/C(=N\N=C/c2ccccc2O)N(c2ccc(O)cc2)C1=O (stereo not given)	5%	13%	-5%
Cc1cc(C)cc(OC(=O)CCN2C(=O)c3ccccc3C2=O)c1	-12%	-22%	-6%
CCOc1ccccc1NC(=S)N1CCCc2ccccc21	5%	18%	7%
CCCOc1ccc(CSc2ncn[nH]2)cc1	8%	8%	3%
CSc1ccc(Cl)c(C(=O)N2CCN(c3ncccn3)CC2)c1	0%	-16%	·
COCCSc1ccccc1C(=O)Nc1nncs1	2%	10%	23%
CCS(=O)(=O)N1CCCC(C(=O)NC2CCCCC2)C1 (stereo not given)	0%	-5%	9%
COc1ccc(NC(=O)CC2C(=O)N(Cc3ccccc3)C(=S)N2CCN2CCOCC2)cc1 (stereo not given)	4%	-5%	-11%
CCC(C)OC(=O)/C(C#N)=C\c1ccc(-c2cccc(C(F)(F)F)c2)o1 (stereo not given)	-6%[12.3 µM]	-11%	·
Cc1nc(N2CCC3(CC2)OCCO3)c2nnn(Cc3ccccc3F)c2n1	5%	-2%	7%
Cc1ccc(-c2cc(C(=O)Nc3cc(C)ccc3O)no2)cc1	·	7%	2%
CC(OC(=O)C1CCN(S(=O)(=O)c2ccccc2C(F)(F)F)CC1)C(=O)N(C)Cc1ccccc1 (stereo not given)	1%	6%	-14%

# Sorted by molar mass (high to low): 14 of the compounds above.
SMILES	TDP1 inh	FEN1 inh	N370S GC
Cc1ccc(S(=O)(=O)NCC(=O)OCC(=O)Nc2cccc(S(=O)(=O)N3CCOCC3)c2)cc1	1%	-3%	·
COc1ccc(NC(=O)CC2C(=O)N(Cc3ccccc3)C(=S)N2CCN2CCOCC2)cc1 (stereo not given)	4%	-5%	-11%
CN(C)S(=O)(=O)N(CC(=O)NCCSCc1c(F)cccc1Cl)c1ccccc1	1%	-5%	·
O=C(OCC(=O)N(Cc1ccccc1)Cc1ccccc1)c1ccccc1NCCO	0%	-20%	?
CCN(CC)c1ccc(C(=O)OCC(=O)N2CCN(c3ccccc3)CC2)cc1	-4%	-3%	3%
O=C(O)CC1S/C(=N\N=C/c2ccccc2O)N(c2ccc(O)cc2)C1=O (stereo not given)	5%	13%	-5%
Cc1nc(N2CCC3(CC2)OCCO3)c2nnn(Cc3ccccc3F)c2n1	5%	-2%	7%
O=C(NCc1ccco1)c1ccc2nc3sc4c(c3c(=O)n2c1)CCCC4	-3%	·	3%
O=C(CCC(=O)c1ccc(Cl)cc1)OCn1nnc2ccccc2c1=O	0%	4%	·
O=c1[nH]c(CSc2nc(-c3ccccc3)cs2)nc2ccccc12	3%	39%	6%
CSc1ccc(Cl)c(C(=O)N2CCN(c3ncccn3)CC2)c1	0%	-16%	·
COc1cc(S(=O)(=O)N2CCN(C)CC2)c(OC)cc1Cl	-4%	1%	16%
CCCC(=O)Nc1nn(CCC)c2nc3ccccc3cc12	4%	-6%	10%
CCCOc1ccc(CSc2ncn[nH]2)cc1	8%	8%	3%

# (next part)
SMILES	TDP1 inh	FEN1 inh	N370S GC
CCCOc1ccc(C(=O)N2CCCC2C(=O)O)cc1 (stereo not given)	-2%	3%	-7%
O=C(Nc1sc2c(c1C(=O)Nc1ccccc1)CCC2)c1ccc(Br)cc1	-10%[12.3 µM]	-2%	·
Cc1ccc(S(=O)(=O)N(C)C)cc1NC(=O)COC(=O)c1sc2cc(Cl)ccc2c1Cl	·	3%	0%
O=C(Oc1ccc2c(c1)OCC2=O)c1ccccc1	0%	-2%	-5%
Cc1sccc1C1C(C#N)=C(N)SC(N)=C1C#N	1%	·	-4%
COC(=O)CCCC1=CC2=CC(=O)C(C)(OC(=O)c3cccs3)C(=O)C2=CN1Cc1ccc2c(c1)OCO2 (stereo not given)	13%[12.3 µM]	1%	5%[12.8 µM]
Cc1onc(-c2ccccc2)c1C(=O)N1CCN(Cc2ccccc2)CC1	2%	10%	-3%
CC(=O)Cc1cc(O)c2ccccc2c1OC(=O)c1ccc(Br)cc1	7%	0%	8%
Cc1ccc(C(=O)CSc2nnc(CNc3ccc(C)cc3C)n2Cc2ccco2)cc1	8%	-12%	4%
Cc1ccc(OCCCN(C)C)c(Br)c1	-3%	-1%	3%
COc1ccc(CNC(=S)NNC(=O)c2cc3ccccc3o2)cc1	·	-11%	8%
O=c1cc(/C=C/c2c(F)cccc2Cl)[nH]c2ccccc12	3%	-9%	?
COCCn1c(SCC(=O)NC2CCCC2)nnc1-c1ccncc1	0%	-3%	-2%
COc1ccc(Cl)cc1NC(=O)NCCCl	0%	2%	13%
CCOC(=O)c1ccc(-c2ccc(/C=C(\C#N)C(=O)Nc3c(C)cccc3Cl)o2)cc1	-6%[12.3 µM]	15%	·
CCOC(=O)c1c(-c2ccc(C)o2)csc1NC(=O)CSc1nncs1	8%	-5%	23%
CCOc1cc(NC2CS(=O)(=O)CC2O)c(OCC)cc1NC(=O)c1ccccc1 (stereo not given)	-3%	1%	8%
CC1=C(C(=O)NCc2ccccc2)C(c2cccnc2)n2ncnc2N1 (stereo not given)	2%	-2%	0%
CCCCN1C(=O)/C(=C/C=C2/C=Cc3ccccc3N2CC)SC1=S	0%	-2%	?
O=C(NNC(=S)Nc1ccccc1)c1ccncc1	8%	-1%	6%
CCc1ccc(N=C2NC(=O)CS2)cc1	·	12%	-25%
O=C(c1ccco1)n1nc(-c2ccccc2)nc1NCc1ccc(Cl)cc1	3%	-13%	·
COC(=O)CCCCCN1C(=O)/C(=C\c2ccncc2)SC1=S	11%	?	16%
